Mtb BioA inh – blocks M. tuberculosis BioA enzyme activity; purified M. tuberculosis BioA enzyme, plate reader; inhibition, % at 9.99 µM; 0.096% of 360,000 active; AID 602481; in the data active = inhibition above about 40%; inconclusive = no clear call, values can overlap the other calls
BoNT A protease – blocks Botulinum neurotoxin A light chain protease; multiplex microsphere protease substrate cleavage, flow cytometry; inhibition, % at 10 µM; 0.17% of 360,000 active; note: plate controls were buffer without enzyme for full effect and enzyme alone for no effect
BoNT F protease – BoNT F light chain protease inhibition | Multiplex microsphere protease cleavage assay, flow cytometry | inhibition, % at 10 µM | 0.22% of 360,000 active; in the data active = inhibition above about 35%, passing the limit was not always enough; inconclusive = no clear call, values can overlap the other calls; note: plate controls were buffer without enzyme for full effect and enzyme alone for no effect
Anthrax LF inh2 – inhibitors of Bacillus anthracis lethal factor protease; P15917; multiplex microsphere protease cleavage assay, LF; inhibition, % at 10 µM; 0.12% of 360,000 active; note: plate controls were buffer without enzyme for full effect and enzyme alone for no effect
Target sequence (P15917 whole entry, looked up): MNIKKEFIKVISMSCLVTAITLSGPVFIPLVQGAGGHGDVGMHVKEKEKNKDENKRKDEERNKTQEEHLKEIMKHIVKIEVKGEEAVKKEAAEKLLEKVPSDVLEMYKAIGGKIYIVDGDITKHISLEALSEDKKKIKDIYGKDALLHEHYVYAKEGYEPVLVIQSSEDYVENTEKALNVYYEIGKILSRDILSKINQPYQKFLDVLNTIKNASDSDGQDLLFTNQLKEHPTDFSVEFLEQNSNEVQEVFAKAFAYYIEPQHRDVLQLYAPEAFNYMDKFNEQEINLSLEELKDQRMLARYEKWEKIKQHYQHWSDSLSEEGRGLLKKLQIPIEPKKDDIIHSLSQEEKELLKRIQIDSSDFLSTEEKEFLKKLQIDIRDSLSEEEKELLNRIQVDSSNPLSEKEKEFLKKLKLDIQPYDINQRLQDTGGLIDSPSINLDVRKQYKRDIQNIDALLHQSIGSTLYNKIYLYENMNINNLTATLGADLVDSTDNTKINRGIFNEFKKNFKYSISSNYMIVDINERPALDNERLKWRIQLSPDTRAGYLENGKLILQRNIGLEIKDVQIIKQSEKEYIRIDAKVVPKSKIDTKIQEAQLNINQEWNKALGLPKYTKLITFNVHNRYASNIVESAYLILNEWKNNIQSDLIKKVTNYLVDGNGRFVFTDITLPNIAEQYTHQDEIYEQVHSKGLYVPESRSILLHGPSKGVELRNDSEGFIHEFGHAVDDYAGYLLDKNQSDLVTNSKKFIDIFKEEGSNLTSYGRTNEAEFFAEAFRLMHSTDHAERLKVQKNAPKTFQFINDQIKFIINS
GDH-TPI counter – GDH-TPI coupled enzyme inhibition counter-screen; GDH-TPI coupled enzyme counterscreen, NADH absorbance; inhibition, % at 4.8 µM; 1.2% of 360,000 active; in the data active = inhibition above about 30%;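 note: 0% = DMSO wells and 100% = wells lacking the enzyme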
UGM FP inh – inhibitors of M. tuberculosis UDP-galactopyranose mutase. AID 504406. inhibition, % at 10 µM. 0.06% of 320,000 active. purified UGM, fluorescence polarization probe displacement; in the data active = inhibition above about 10%, passing the limit was not always enough; inconclusive = no clear call, values can overlap the other calls
FBA Mtb inh – Mtb fructose-bisphosphate aldolase inhibition. P9WQA3. inhibition, % at 1 µM. purified M. tuberculosis FBA, fluorescence read-out. 2.3% of 360,000 active; in the data active = inhibition above about 27%;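 note: 0% = vehicle and 100% = reference inhibitor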
FadD28 binding – M. tuberculosis FadD28 bisubstrate binding inhibition; FadD28 bisubstrate probe binding, fluorescence polarization; inhibition, % at 12.5 µM; 0.22% of 360,000 active; AID 588549; in the data active = inhibition above about 8.5%, passing the limit was not always enough; inconclusive = no clear call, values can overlap the other calls
PfHsp40 yeast – restores yeast growth despite PfHsp40 toxicity | S. cerevisiae expressing PfHsp40, growth rescue, ATP luminescence | growth rescue, % at 12.5 µM | 0.68% of 340,000 active | AID 504582; in the data active = growth rescue above about 28%, passing the limit was not always enough; inconclusive = no clear call, values can overlap the other calls;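 note: yeast W303a lacking pdr1 and pdr3 grown in galactose medium; growth measured after three days at 30 °C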
* = called active by the depositor; ? = inconclusive; · = no result given. Cut-off read from the data, not from the text of the source, unless noted: active = inhibition above about 30%; inconclusive = no clear call, values can overlap the other calls; inactive = below that.

Compound,Mtb BioA inh,BoNT A protease,BoNT F protease,Anthrax LF inh2,GDH-TPI counter,UGM FP inh,FBA Mtb inh,FadD28 binding,PfHsp40 yeast
CC1(C)S/C(=N/N=C/c2cccs2)NC1=O,-1.2,0.7,3,2,19,3.2,-1,-3.3,1.4
Cc1cc(=O)[nH]c(NN=C2CCC(C(C)(C)C)CC2)n1 (stereo unspecified),·,0.3,0,-2,0,2.7,-5,-3.9,-0.4
O=c1[nH]c(=S)c2ncn(-c3ccccc3)c2[nH]1,-2.9,-3.5,?,-5,31*,-1.6,2,0.5,·
Nc1nc2nc(-c3ccccc3)cc(=O)n2[nH]1,·,1.0,-20,2,5,-2.9,5,-2.2,-0.5
CCSc1nnc(NC(=O)CSc2nnc(Cc3cccn3C)n2CCc2ccccc2)s1,·,?,2,-4,-10,2.0,-4,-3.4,-0.4
Cn1c(NC(=O)c2ccccc2NC(=O)C(C)(C)C)nc2ccccc21,-5.0,-0.6,-8,-2,34*,-0.8,8,-3.2,-1.2
COc1ccc(S(=O)(=O)Nc2ccccc2N2CCOCC2)cc1[N+](=O)[O-],·,-1.6,-14,-4,0,1.8,8,-1.5,0.0
CCCC(=O)Nc1ccc(NC(=O)c2ccccc2OC)cn1,-1.5,0.1,-21,-4,0,3.7,2,0.5,-0.5
CCOC(=O)c1sc2nc(C)cc(C)c2c1N,0.1,0.8,-4,1,23,0.6,36*,-1.7,-0.8
CCOC(=O)N1CCN(C(=O)CN2C(=O)c3ccccc3S2(=O)=O)CC1,-0.7,0.4,3,6,-2,0.0,-1,-0.5,-1.4
Cn1nc(NC(=O)C2CCC2C(=O)O)c2c(F)cccc21 (stereo unspecified),·,?,?,-3,6,-1.6,8,1.8,0.4
CCCCN(C(=O)CCSc1ccc(F)cc1)c1c(N)n(Cc2ccccc2)c(=O)[nH]c1=O,·,-0.5,0,-3,-6,-0.9,1,-2.5,-0.8
COC(=O)NC(C)N1C(=O)C2C3C=CC(C3)C2C1=O (stereo unspecified),·,0.0,2,-2,-3,-0.3,-1,-0.2,16
Cc1cc(C)cc(NC(=O)NCc2nnc(SCc3ccccc3)n2C)c1,-1.3,0.6,17,-1,-6,-1.3,-4,-2.4,1.1
CCN(CC)c1cccc(OC2=NS(=O)(=O)c3ccccc32)c1,·,5.3,-3,-9,-12,-3.1,-2,-1.8,-0.5

Rewritten with each value named: four of the compounds above
CCOC(=O)N1CCN(C(=O)CN2C(=O)c3ccccc3S2(=O)=O)CC1
- Mtb BioA inh = -0.7
- BoNT A protease = 0.4
- BoNT F protease = 3
- Anthrax LF inh2 = 6
- GDH-TPI counter = -2
- UGM FP inh = 0.0
- FBA Mtb inh = -1
- FadD28 binding = -0.5
- PfHsp40 yeast = -1.4
Cn1nc(NC(=O)C2CCC2C(=O)O)c2c(F)cccc21 (stereo unspecified)
- Mtb BioA inh = ·
- BoNT A protease = ?
- BoNT F protease = ?
- Anthrax LF inh2 = -3
- GDH-TPI counter = 6
- UGM FP inh = -1.6
- FBA Mtb inh = 8
- FadD28 binding = 1.8
- PfHsp40 yeast = 0.4
CCCCN(C(=O)CCSc1ccc(F)cc1)c1c(N)n(Cc2ccccc2)c(=O)[nH]c1=O
- Mtb BioA inh = ·
- BoNT A protease = -0.5
- BoNT F protease = 0
- Anthrax LF inh2 = -3
- GDH-TPI counter = -6
- UGM FP inh = -0.9
- FBA Mtb inh = 1
- FadD28 binding = -2.5
- PfHsp40 yeast = -0.8
COC(=O)NC(C)N1C(=O)C2C3C=CC(C3)C2C1=O (stereo unspecified)
- Mtb BioA inh = ·
- BoNT A protease = 0.0
- BoNT F protease = 2
- Anthrax LF inh2 = -2
- GDH-TPI counter = -3
- UGM FP inh = -0.3
- FBA Mtb inh = -1
- FadD28 binding = -0.2
- PfHsp40 yeast = 16

Returning to the listing; the 2 compounds before the break are reprinted first.
Compound,Mtb BioA inh,BoNT A protease,BoNT F protease,Anthrax LF inh2,GDH-TPI counter,UGM FP inh,FBA Mtb inh,FadD28 binding,PfHsp40 yeast
Cc1cc(C)cc(NC(=O)NCc2nnc(SCc3ccccc3)n2C)c1,-1.3,0.6,17,-1,-6,-1.3,-4,-2.4,1.1
CCN(CC)c1cccc(OC2=NS(=O)(=O)c3ccccc32)c1,·,5.3,-3,-9,-12,-3.1,-2,-1.8,-0.5
O=C(CNS(=O)(=O)c1ccc(Br)cc1)Nc1ccc2c(c1)OCCO2,1.4,0.0,-3,-1,7,·,-2,2.5,0.6
CN(C)CCCOC(=O)COc1ccc(C(C)(C)C)cc1,·,-0.6,-2,2,5,-1.4,-2,1.7,0.0
Cc1cccc(-c2nsc(SCC(=O)c3ccc(Cl)cc3)n2)c1,·,0.9,0,1,14,-0.5,0,-1.8,-2.0
Cc1ccc(C)n1-c1ccc(C(=O)Nc2ccccc2F)cc1,·,-0.6,-1,2,-1,1.7,-1,-2.3,1.2
OC1CCN(C(=S)Nc2ccc(Oc3ccccc3)cc2)CC1,·,0.4,-9,-2,3,-1.5,4,-1.6,-1.1
Cc1cc(C(=O)NNC(=O)c2sccc2C)c(C)o1,-1.2,1.6,-4,4,-7,2.5,0,-2.4,1.0
CCN(CC)/C(Sc1ccccc1)=C(\C(Cl)=C(Cl)Cl)[N+](=O)[O-],·,0.5,2,0,17,0.0,-1,-0.4,-0.4
CSc1ccc(C(=O)C2CCCN(Cc3ccn[nH]3)C2)cc1 (stereo unspecified),·,0.2,-8,-5,10,-1.1,1,-0.9,0.4
CCc1ccccc1NC(=O)NCc1cccnc1,-1.6,-1.0,-2,2,-6,2.9,1,-3.9,-0.1
CCSc1nnc(-c2cccnc2)n1Cc1ccco1,-0.8,2.8,0,0,6,2.1,0,-1.7,-0.6
CC(C)OCCCNC(=O)c1cc2c(s1)CS(=O)(=O)C2,-1.8,-0.1,-7,-4,-3,-6.6,2,-1.9,-0.8
CS(=O)(=O)Nc1ccc(N2CCN(c3ccc(C(F)(F)F)cn3)CC2)nc1,-3.2,-0.6,?,3,-3,1.6,6,-3.1,-0.3
COc1ccc(NC(=O)C2CCCN(S(=O)(=O)c3ccc4c(c3)CCCN4C(C)=O)C2)cc1Cl (stereo unspecified),-1.3,-2.1,-6,-2,4,-0.1,0,-5.9,2.3
CCOC(=O)N1CCN(C(=O)c2cc(-c3ccc(F)cc3)[nH]c2C)CC1,5.5,-0.3,8,-5,-6,-3.2,-1,-1.6,-0.3
CC(C)CC(=O)NNC(=S)NCc1ccco1,·,0.1,4,-4,-6,1.7,0,-2.6,10
O=C(Nc1cccc(NC(=O)c2ccc(Br)cc2)c1)c1ccccc1,-0.2,0.8,?,2,14,1.2,0,-1.6,0.0
CCOCc1nnc(NC(=O)c2cc(OC)c(OC)cc2[N+](=O)[O-])s1,-3.5,0.4,-3,0,14,-0.4,2,-1.9,0.3
Cc1cc(NC(=O)COC(=O)COc2cccc3c2OC(C)(C)C3)no1,2.3,0.4,11,2,1,-2.5,1,-4.0,0.7
CCOC(=O)c1ccc(Nc2ccc(-c3ccc(OC)c(OC)c3)nn2)cc1,0.0,5.3,3,2,26,-1.0,-3,-1.8,1.8
Cc1ccc(C)c(N=Cc2c(O)c3ccccc3oc2=O)c1,-0.9,·,·,·,7,-1.6,1,-1.9,-0.1
Cc1ccc(S(=O)(=O)N2CCN(C(=O)CN3C(=O)c4ccc([N+](=O)[O-])cc4C3=O)CC2)c(C)c1,-1.4,2.1,20,0,3,1.1,-1,-2.4,-1.4
CSc1nnc(NC(=O)C2CCCCC2)s1,-1.2,-0.9,5,-1,0,1.1,-1,-1.0,1.4
CC1(C)Cc2c(C#N)c(N3CCOCC3)nc(-c3ccccc3)c2CO1,1.5,0.2,-5,0,5,0.5,25,-4.4,1.2
CCCCc1cc(=O)oc2cc(OCC(=O)NC3CCN(Cc4ccccc4)CC3)ccc12,-1.5,-2.5,-13,-5,11,-1.6,1,-1.4,1.6
CCOc1ccc(OCC(=O)N(C)c2c(N)n(Cc3ccccc3)c(=O)[nH]c2=O)cc1,·,4.1,9,4,4,2.4,5,-3.4,-0.1
O=C(CCn1cnc2ccccc2c1=O)Nc1ccc(Cl)c(Cl)c1,-0.9,-1.2,-3,10,-11,-2.1,-1,-3.4,0.4
Cc1ccc(OCCNC(=O)c2ccc3c(c2)OCO3)cc1,0.0,-1.4,-5,-1,-11,-0.6,-1,-1.4,0.3
CCC(C)NC(=O)c1ccc(NC(=O)CC2SC(N3CCCCC3)=NC2=O)cc1 (stereo unspecified),-0.2,0.7,3,-7,-3,-0.9,-2,0.1,0.1
Oc1c(N=NC(=S)Nc2ccccc2F)c2ccccc2n1Cc1ccc(F)cc1,·,9.9,-6,5,8,-0.6,7,0.3,0.7
Cc1cc(C)c2nc(NC(=O)c3ccc4c(c3)OCO4)sc2c1,·,-1.6,-12,-6,15,-1.1,2,-0.1,0.5
C/C(=N\NC(=O)c1ccccc1Br)c1ccc(N2CCOCC2)cc1,·,-1.3,-9,2,23,1.8,1,-2.5,-1.5
COc1ccc(CCNC(=O)C2CCN(C(=O)c3ccc(F)cc3)CC2)cc1,1.6,-0.7,?,9,11,1.3,-2,-2.0,0.6
COC(=O)c1ccc(COC(=O)CNC(=O)c2ccc(C)s2)cc1,3.0,-1.4,-10,0,-4,-0.1,-4,0.3,0.4
O=C(Cc1nc(-c2ccc([N+](=O)[O-])cc2)cs1)Nc1ccccc1,·,2.5,1,-5,11,-1.0,-3,-1.3,3.2
O=C(Cc1ccc2c(c1)CCCC2)Nc1ccccc1Br,-0.6,0.3,-3,-5,8,-1.0,0,-3.3,-0.6
CCCn1c(SCC(=O)NC(C)(C)C)nnc1-c1ccco1,-0.9,0.7,-10,-7,-8,-0.3,-3,-2.1,0.1

One compound at a time, as listed above. Screens in order: Mtb BioA inh | BoNT A protease | BoNT F protease | Anthrax LF inh2 | GDH-TPI counter | UGM FP inh | FBA Mtb inh | FadD28 binding | PfHsp40 yeast
CCC(C)NC(=O)c1ccc(NC(=O)CC2SC(N3CCCCC3)=NC2=O)cc1 (stereo unspecified) as listed: -0.2 | 0.7 | 3 | -7 | -3 | -0.9 | -2 | 0.1 | 0.1
Cc1cccc(-c2nsc(SCC(=O)c3ccc(Cl)cc3)n2)c1 as listed: · | 0.9 | 0 | 1 | 14 | -0.5 | 0 | -1.8 | -2.0
